Vif-APOBEC3F blk = Vif-A3F binding inhibition | HeLa A3F-eYFP + Vif (tagged APOBEC3F with the HIV-1 protein that degrades it), YFP fluorescence increase | Potency, µM (top dose mostly 46.1 µM), for the others: at the highest dose activity, negative = active | 0.2% of 390,000 active; note: potency is the fitted concentration of half-maximal effect; % of control where 0% means no effect; nearly all actives have a fitted effect of over 65% in size
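HeLa cells stably expressing A3F-eYFP plus Vif, plated and incubated overnight at 37 deg C, then exposed to compounds overnight at 37 deg C. Blocked degradation read as raised yellow fluorescence (Ex 488/Em 500-530).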
TrxR1 inh = rat TrxR1 inhibition. recombinant rTrxR1, NADPH fluorescence consumption, selenite substrate. 1% of 390,000 active. O89049. Potency, µM (series often up to 114 µM), inactives show at the top dose activity change, negative = inhibition, hits mostly inhibitors. AID 588453; note: potency is the fitted concentration of half-maximal effect; % is set by controls: 0 for no effect and ±100 for the full control effect; nearly all actives have a fitted effect of over 65% in size
Target sequence (O89049 whole entry, looked up): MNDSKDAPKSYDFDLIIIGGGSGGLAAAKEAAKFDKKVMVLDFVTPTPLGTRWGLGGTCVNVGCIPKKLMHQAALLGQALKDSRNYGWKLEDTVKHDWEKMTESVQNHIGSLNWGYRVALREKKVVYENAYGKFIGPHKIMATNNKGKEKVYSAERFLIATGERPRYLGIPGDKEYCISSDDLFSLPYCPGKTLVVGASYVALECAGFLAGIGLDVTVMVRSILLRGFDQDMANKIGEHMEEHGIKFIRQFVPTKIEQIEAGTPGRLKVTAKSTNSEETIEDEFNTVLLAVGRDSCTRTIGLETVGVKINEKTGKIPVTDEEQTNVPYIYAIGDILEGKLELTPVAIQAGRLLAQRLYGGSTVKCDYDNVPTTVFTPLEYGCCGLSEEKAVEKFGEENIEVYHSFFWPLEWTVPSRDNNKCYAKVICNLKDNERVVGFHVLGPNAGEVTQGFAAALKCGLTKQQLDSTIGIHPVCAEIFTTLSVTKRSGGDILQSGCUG
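Rat TrxR1 (90 nM in the dispensed reagent) was pre-reduced with 400 uM NADPH for 5 min at room temperature, then incubated with compound for 15 min. After 400 uM selenite was added, NADPH fluorescence (Ex 340/Em 450 nm) was followed for 8 min.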
TrxR1 substrate = is turned over as a substrate by rat TrxR1 | O89049 | purified TrxR1 substrate turnover, NADPH consumption readout | Potency, µM (titrated, usually from 114 µM), inactives show at the highest dose activity change, negative = substrate turnover | 0.01% of 390,000 active | AID 588456; note: potency is the fitted concentration of half-maximal effect; % is set by controls: 0 for no effect and ±100 for the full control effect; nearly all actives have a fitted effect of over 50% in size
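Rat TrxR1, dispensed at 90 nM, was prereduced with 400 uM NADPH (final) for 5 min at ~22 deg C, then incubated with compound 15 min before 400 uM selenite. A first-read NADPH fluorescence drop versus no-compound background flagged substrates.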
Vif-A3G inh = inhibitors of Vif-APOBEC3G interaction. Potency, µM (doses to about 46.1 µM), for inactives: top-dose activity, negative = active, actives largely listed as inhibitors. Q9HC16. HeLa A3G-eYFP + Vif (tagged APOBEC3G with the HIV-1 protein that degrades it), YFP fluorescence, overnight. AID 602310. 0.076% of 410,000 active;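 note: potency is the fitted concentration of half-maximal effect; % is set by controls: 0 for no effect and ±100 for the full control effect; nearly all actives have a fitted effect of over 60% in size; hits raise eYFP signal because A3G escapes Vif-driven loss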
Target sequence (Q9HC16 whole entry, looked up): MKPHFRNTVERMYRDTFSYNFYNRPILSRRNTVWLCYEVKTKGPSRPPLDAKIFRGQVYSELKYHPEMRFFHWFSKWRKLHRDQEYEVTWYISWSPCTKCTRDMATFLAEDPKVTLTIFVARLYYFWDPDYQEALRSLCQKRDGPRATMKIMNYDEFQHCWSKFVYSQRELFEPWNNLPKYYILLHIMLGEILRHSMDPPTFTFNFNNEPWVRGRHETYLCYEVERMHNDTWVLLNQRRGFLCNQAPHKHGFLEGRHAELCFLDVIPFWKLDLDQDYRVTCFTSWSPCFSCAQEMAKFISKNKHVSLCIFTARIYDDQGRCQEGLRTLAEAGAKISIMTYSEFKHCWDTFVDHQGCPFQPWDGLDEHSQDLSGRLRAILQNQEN
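HeLa cells stably expressing Vif and C-terminally eYFP-tagged A3G, seeded overnight at 37 deg C, then exposed to compound by pintool overnight at 37 deg C. Rise in yellow fluorescence (Ex 488/Em 500-530, Acumen) marks blocked Vif-driven A3G degradation.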
LDHA inh = blocks human lactate dehydrogenase A; P00338; purified LDHA, NADH/diaphorase-resazurin fluorescence; stronger effect = lower value; activity change, % (values are at about 110 or 230 µM); 0.15% of 480,000 active; AID 1347041; in the data active = activity change below about -30%; inconclusive = mostly about -25% to -30%;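 note: plate controls were DMSO wells for no effect and wells without enzyme for full effect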
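Human LDH5 (2 nM) was incubated with 0.06 mM NADH and 0.2 mM pyruvate for 5 min at room temperature in Tris pH 7.4. Remaining NADH was coupled through diaphorase/resazurin, and resorufin fluorescence was read at 0 and 20 min.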
mIDH1 inhibitor = inhibitors of human mutant IDH1 R132H. IDH1-R132H enzyme, NADPH consumption, diaphorase/resazurin fluorescence. O75874. 0.093% of 390,000 active. Potency, µM (series often up to 76.6 µM), inactives show at the top dose activity change, negative = inhibition, usual class: inhibitors; note: potency is the fitted concentration of half-maximal effect; % is set by controls: 0 for no effect and ±100 for the full control effect; nearly all actives have a fitted effect of over 65% in size
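IDH1-R132H (0.5 ug/mL dispensed) in pH 7.5 Tris buffer was preincubated 30 min with compound, then given a substrate mix of 0.016 mM NADPH and 2 mM alpha-KG for 80 min at room temperature; remaining NADPH was read by diaphorase/resazurin fluorescence.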
GRP78 ERSR act = inducers of ER stress response in human glioma cells | U87-MG GRP78 promoter luciferase reporter, 16 h | Potency, µM, for the others: top-dose activation, usual class: activators | 0.02% of 420,000 active | AID 602332; note: potency is the fitted concentration of half-maximal effect; series mostly up to about 76 µM; % of control where 0% means no effect; nearly all actives have a fitted effect of over 35% in size
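ERSR induction read as luciferase luminescence (Bright-Glo, 10 min at room temperature) in stably transfected human U87-MG glioma cells exposed to compounds for 16 h, using GRP78 as sensor.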
RGS4 inhibitor = blocks human RGS4-accelerated GTP hydrolysis. P49798. Transcreener GDP fluorescence polarization, RGS4-accelerated GTP hydrolysis. Potency, µM (doses to about 114 µM), for the others: at the top dose activity change, negative = inhibition, usual class: inhibitors. 0.039% of 390,000 active. AID 504845; note: potency is the fitted concentration of half-maximal effect; % is set by controls: 0 for no effect and ±100 for the full control effect; nearly all actives have a fitted effect of over 75% in size; some results filed as inactive show a strong effect at the top dose
Target sequence (P49798 whole entry, looked up): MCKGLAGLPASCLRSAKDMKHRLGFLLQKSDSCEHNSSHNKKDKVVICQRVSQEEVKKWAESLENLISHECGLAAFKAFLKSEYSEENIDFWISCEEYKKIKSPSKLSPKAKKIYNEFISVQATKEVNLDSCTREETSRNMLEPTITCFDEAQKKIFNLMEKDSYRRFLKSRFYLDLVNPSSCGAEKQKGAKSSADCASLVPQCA
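MLSMR compounds (23 nl, pin-transferred) preincubated 10 min at room temperature with a 500nM (2x) first reagent, then RGS4 at 900nM (2x) plus Transcreener GDP mix added; fluorescence polarization (620/688 nm) read before and after 90 min at 30 °C.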
USP1-UAF1 inh = blocks the human USP1/UAF1 deubiquitinase complex | Potency, µM (highest dose often 57.1 µM), for inactives: at the highest dose activity change, negative = inhibition, hits mostly inhibitors | AID 743255 | recombinant USP1/UAF1, Ub-Rhodamine cleavage fluorescence | 0.23% of 390,000 active; note: potency is the fitted concentration of half-maximal effect; % is set by controls: 0 for no effect and ±100 for the full control effect; nearly all actives have a fitted effect of over 60% in size; inactives centre near -12
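Step one: compound is pinned into 1nM USP1/UAF1 in HEPES pH 7.8 buffer with TCEP. Step two: 15 min room-temperature incubation. Step three: Ub-Rho (150nM final) starts cleavage, tracked by fluorescence over six one-minute reads.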
Starred values were filed as active, the others as inactive; [ ] = another dose, or the depositor's remark. Unless noted, calls come from the whole dose curve; as a rule, active = well fitted curve in the direction sought with a large enough effect; inconclusive = small, poorly fitted or top-dose-only effect, or another doubt; inactive = no such curve, though single readings can be large; an effect the other way counts as inactive or inconclusive. An excerpt, so the mix of outcomes need not match the whole.

CNc1nc(SC)nc(N(C#N)CC(=O)OC)n1 was read as Vif-APOBEC3F blk -12%, TrxR1 inh 0%, TrxR1 substrate -2%, Vif-A3G inh 2%, LDHA inh -4, mIDH1 inhibitor -2%, GRP78 ERSR act 4%, RGS4 inhibitor -17% and USP1-UAF1 inh 3%.
For CCS(=O)(=O)c1ccc2oc(SCC(=O)NCc3ccccc3)nc2c1 the results were Vif-APOBEC3F blk -4%, TrxR1 inh 31%[57.1 µM], TrxR1 substrate 4%, Vif-A3G inh 0%, LDHA inh -4, mIDH1 inhibitor 1%, GRP78 ERSR act -2%, RGS4 inhibitor -6% and USP1-UAF1 inh 0%.
Screening Cc1nc(N/N=C/c2cccnc2)cc(N2CCOCC2)n1 returned Vif-APOBEC3F blk 0%, Vif-A3G inh 0%, LDHA inh 1, mIDH1 inhibitor 14%, GRP78 ERSR act -6% and USP1-UAF1 inh -24%.
CCCn1c(=O)n(CC(=O)NCC2CCCO2)c(=O)c2c3c(sc21)COC(C)(C)C3 (stereo not drawn) was read as Vif-APOBEC3F blk -4%, TrxR1 inh 4%, TrxR1 substrate 6%, Vif-A3G inh -1%, LDHA inh 2, mIDH1 inhibitor 1%, GRP78 ERSR act -3%, RGS4 inhibitor -6% and USP1-UAF1 inh -17%.
`O=C(NCc1ccccc1)N1CCn2c(nc3ccccc32)C1` gave Vif-APOBEC3F blk -7%, TrxR1 inh -28%, TrxR1 substrate 4%, Vif-A3G inh 4%, LDHA inh 3, mIDH1 inhibitor -2%, GRP78 ERSR act -1%, RGS4 inhibitor 35% and USP1-UAF1 inh -2%.
For COc1ccc(C(=O)Nc2ncc3c(n2)-c2ccccc2CC3)cc1 the results were Vif-APOBEC3F blk -4%, TrxR1 inh -16%, TrxR1 substrate -10%, Vif-A3G inh -17%, LDHA inh 2, mIDH1 inhibitor 16%, GRP78 ERSR act 1%, RGS4 inhibitor -13% and USP1-UAF1 inh -9%.
`COc1cccc(CNC(=O)CCC(=O)N2CCSc3ccccc32)c1OC` gave Vif-APOBEC3F blk -14%, TrxR1 inh 7%[57.1 µM], TrxR1 substrate 1%[57.1 µM], Vif-A3G inh 5%, LDHA inh -2, mIDH1 inhibitor 2%, GRP78 ERSR act -3%, RGS4 inhibitor 1% and USP1-UAF1 inh -1%.
Screening Cc1ccc(NC(=O)CSC(N)=O)cc1Cl returned Vif-APOBEC3F blk 3%, TrxR1 inh 15%[57.1 µM], TrxR1 substrate 9%[57.1 µM], Vif-A3G inh 0%, LDHA inh -5, mIDH1 inhibitor 1%, GRP78 ERSR act inconclusive, RGS4 inhibitor inconclusive and USP1-UAF1 inh -3%.
Screening CN(C)S(=O)(=O)N(CC(=O)N1CCN(Cc2ccccc2)CC1)c1ccccc1 returned Vif-APOBEC3F blk -7%, TrxR1 inh -5%, TrxR1 substrate 1%, Vif-A3G inh 3%, LDHA inh -15, mIDH1 inhibitor 0%, GRP78 ERSR act 0%, RGS4 inhibitor 12% and USP1-UAF1 inh -14%.
Screening COc1ccc(C(=O)NCc2c(CC(C)C)oc(C)c2C(=O)O)cc1 returned Vif-APOBEC3F blk -4%, TrxR1 inh -1%, TrxR1 substrate -6%, Vif-A3G inh 2%, LDHA inh -3, mIDH1 inhibitor 17%, GRP78 ERSR act 4%, RGS4 inhibitor 20% and USP1-UAF1 inh -9%.
O=C(c1cccnc1Cl)N1CCOCC1 was read as Vif-APOBEC3F blk 1%, TrxR1 inh 23%[57.1 µM], TrxR1 substrate 10%[57.1 µM], Vif-A3G inh -4%, LDHA inh -3, mIDH1 inhibitor 1%, GRP78 ERSR act -6%, RGS4 inhibitor inconclusive and USP1-UAF1 inh -19%.
`COc1cccc2cc(C(C)=O)c(=O)oc12` gave Vif-APOBEC3F blk -4%, TrxR1 inh -12%, TrxR1 substrate 0%, Vif-A3G inh -2%, LDHA inh 7, mIDH1 inhibitor 12%, GRP78 ERSR act -1%, RGS4 inhibitor 0% and USP1-UAF1 inh -7%.
For O=c1cc(-c2ccc([N+](=O)[O-])cc2)nc2cc(-c3ccc(F)cc3)[nH]n12 the results were Vif-APOBEC3F blk 2%, TrxR1 inh -14%, TrxR1 substrate -8%, Vif-A3G inh -5%, LDHA inh 9, mIDH1 inhibitor 3%, GRP78 ERSR act -3%, RGS4 inhibitor -30% and USP1-UAF1 inh -8%.
For Cc1ccc(-c2nnc(SCC(=O)N/N=C/c3ccccc3C(=O)O)n2-c2ccc(Cl)cc2)cc1 the results were Vif-APOBEC3F blk 3%, TrxR1 inh -11%, TrxR1 substrate -7%, Vif-A3G inh 0%, LDHA inh -3, mIDH1 inhibitor -18%, GRP78 ERSR act -2%, RGS4 inhibitor 0% and USP1-UAF1 inh -4%.
`Cc1ccccc1CSc1cn(CCNC(=O)c2cccs2)c2ccccc12` gave Vif-APOBEC3F blk -10%, TrxR1 inh 12%, TrxR1 substrate -2%, Vif-A3G inh -3%, LDHA inh 0, mIDH1 inhibitor -3%, GRP78 ERSR act 0%, RGS4 inhibitor 6% and USP1-UAF1 inh -7%.
Screening CC(=O)Nc1cc2c(cc1C(=O)C(C)C)OCCO2 returned Vif-APOBEC3F blk 2%, TrxR1 inh 13%[57.1 µM], TrxR1 substrate 6%[57.1 µM], Vif-A3G inh 1%, LDHA inh -5, mIDH1 inhibitor 2%, GRP78 ERSR act -3%, RGS4 inhibitor 40% and USP1-UAF1 inh 3%.
`CC(=O)c1cccc(NS(=O)(=O)c2ccc(N/C=C/C(=O)c3ccc(F)cc3)cc2)c1` gave Vif-APOBEC3F blk 9%, TrxR1 inh 23%[57.1 µM], TrxR1 substrate 4%[57.1 µM], Vif-A3G inh 0%, LDHA inh -5, mIDH1 inhibitor 4%, GRP78 ERSR act -4%, RGS4 inhibitor -9% and USP1-UAF1 inh -14%.
`N#Cc1nc(-c2ccco2)oc1NCc1cccnc1` gave Vif-APOBEC3F blk 0%, TrxR1 inh -9%, TrxR1 substrate 34%, Vif-A3G inh 0%, LDHA inh 3, mIDH1 inhibitor 0%, GRP78 ERSR act -2%, RGS4 inhibitor 5% and USP1-UAF1 inh 2%.
Screening CCCCCCSc1cccc(-c2nc3cc(C)ccn3c2NC2CCCCC2)c1 returned Vif-APOBEC3F blk -21%, TrxR1 inh 26%, TrxR1 substrate 35%, Vif-A3G inh -9%, LDHA inh 0, mIDH1 inhibitor 10%, GRP78 ERSR act -1%, RGS4 inhibitor -2% and USP1-UAF1 inh -16%.
Screening Cc1csc(C(C)N(C)C(=O)c2ccc(OC3CCN(Cc4ccccn4)CC3)cc2)n1 (stereo not drawn) returned Vif-APOBEC3F blk -5%, TrxR1 inh -14%, TrxR1 substrate -2%, Vif-A3G inh 0%, LDHA inh -6, mIDH1 inhibitor -4%, GRP78 ERSR act 2%, RGS4 inhibitor 13% and USP1-UAF1 inh 0%.
Screening COC(=O)C(C)N(C(=O)c1cccc(Cl)c1)c1c(C)cccc1C (stereo not drawn) returned Vif-APOBEC3F blk -3%, TrxR1 inh 5%, TrxR1 substrate -10%, Vif-A3G inh -1%, LDHA inh -4, mIDH1 inhibitor 6%, GRP78 ERSR act -1%, RGS4 inhibitor -14% and USP1-UAF1 inh -10%.
`O=C(Nc1ccc(F)cc1F)c1ccccc1-c1ccccc1` gave Vif-APOBEC3F blk 3%, TrxR1 inh 6%, TrxR1 substrate -4%, Vif-A3G inh -4%, LDHA inh -2, mIDH1 inhibitor 1%, GRP78 ERSR act -10%, RGS4 inhibitor 15% and USP1-UAF1 inh 1%.
For COc1ccc(OC)c(C(=O)CSc2nccc(-c3ccc(Br)cc3)n2)c1 the results were Vif-APOBEC3F blk 0%, TrxR1 inh 39%[activator], TrxR1 substrate 27%, Vif-A3G inh 2%, LDHA inh -11, mIDH1 inhibitor 9%, GRP78 ERSR act 0%, RGS4 inhibitor 5% and USP1-UAF1 inh -15%.
Screening COc1ccccc1-c1nnc(SCc2ccccn2)n1C returned Vif-APOBEC3F blk -1%, TrxR1 inh 14%, TrxR1 substrate 10%, Vif-A3G inh 0%, LDHA inh -9, mIDH1 inhibitor -3%, GRP78 ERSR act -5%, RGS4 inhibitor 13% and USP1-UAF1 inh -18%.
COc1ccc(C(=O)NCc2ccccn2)cc1[N+](=O)[O-] was read as Vif-APOBEC3F blk 0%, TrxR1 inh 33%[57.1 µM], TrxR1 substrate 11%[57.1 µM], Vif-A3G inh 3%, LDHA inh -6, mIDH1 inhibitor -5%, GRP78 ERSR act -3%, RGS4 inhibitor 14% and USP1-UAF1 inh 1%.
COc1ccc(S(=O)(=O)N2CCC(NC(=O)c3ccccc3)CC2)cc1 was read as Vif-APOBEC3F blk -7%, TrxR1 inh 38%, TrxR1 substrate 8%, Vif-A3G inh -9%, LDHA inh -10, mIDH1 inhibitor 2%, GRP78 ERSR act 0%, RGS4 inhibitor 39% and USP1-UAF1 inh -9%.

Assay outcomes: PubChem BioAssay, National Center for Advancing Translational Sciences (NCATS)
